High-throughput results deposited in PubChem by several laboratories.
Vif inh – inhibitors of HIV Vif | HEK293T cells, Vif self-association by quenched fluorescence, imaging, 24 h | inhibition, % at 7.49 µM | actives 0.35% (n = 340,000); in the data active = inhibition above about 50%, passing the limit was not always enough; also: some results filed as inactive read as strong as hits
aDG glyco act – alpha-DG glycosylation activation | Pro5-aDG cells, alpha-DG glycosylation AlphaScreen (IIH6); 0% Pro5, 100% B10-LARGE cell signal | activation, % at 10 µM | actives 0.22% (n = 360,000) | AID 624168;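 active = activation of at least 8% versus controls, or a plate z-score of at least 8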;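 also: Pro5 are CHO cells carrying HIG-tagged alpha-DG that lacks glycosylation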
HTR2A ag – mouse HTR2A agonism via beta-arrestin recruitment | activation, % at 7.6 µM | CHO-K1 mHTR2A beta-arrestin complementation, luminescence; percent of 30 µM serotonin response | actives 0.66% (n = 360,000) | P35363;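 active = activation above a run cutoff, the mean activation of all tested compounds plus 3 SD, cut at about 14% in these data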;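 also: 0% = plate median of compound wells and 100% = 30 µM serotonin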
Target sequence (P35363 whole entry, looked up): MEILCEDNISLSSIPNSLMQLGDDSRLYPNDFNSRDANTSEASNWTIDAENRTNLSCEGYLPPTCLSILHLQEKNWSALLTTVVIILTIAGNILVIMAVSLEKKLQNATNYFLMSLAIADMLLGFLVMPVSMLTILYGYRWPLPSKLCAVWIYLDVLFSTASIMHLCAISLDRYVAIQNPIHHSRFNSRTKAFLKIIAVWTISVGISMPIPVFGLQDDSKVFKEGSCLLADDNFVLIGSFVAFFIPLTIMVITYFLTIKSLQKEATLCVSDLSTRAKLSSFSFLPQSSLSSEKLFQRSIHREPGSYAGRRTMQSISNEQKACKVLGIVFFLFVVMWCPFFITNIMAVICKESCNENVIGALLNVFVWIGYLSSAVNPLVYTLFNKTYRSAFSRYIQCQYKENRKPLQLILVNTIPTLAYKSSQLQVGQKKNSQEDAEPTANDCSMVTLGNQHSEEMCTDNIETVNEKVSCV
PDI turbidity – blocks human protein disulfide isomerase activity. PDI insulin aggregation turbidity, A650, 90 min. inhibition, % at 10 µM. actives 0.052% (n = 350,000). AID 588391;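 active = mean inhibition across replicates of 30% or more, whatever share of single replicates reach that level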;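 also: absorbance from insulin aggregation driven by PDI reduction with DTT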
Target sequence (P07237 whole entry, looked up): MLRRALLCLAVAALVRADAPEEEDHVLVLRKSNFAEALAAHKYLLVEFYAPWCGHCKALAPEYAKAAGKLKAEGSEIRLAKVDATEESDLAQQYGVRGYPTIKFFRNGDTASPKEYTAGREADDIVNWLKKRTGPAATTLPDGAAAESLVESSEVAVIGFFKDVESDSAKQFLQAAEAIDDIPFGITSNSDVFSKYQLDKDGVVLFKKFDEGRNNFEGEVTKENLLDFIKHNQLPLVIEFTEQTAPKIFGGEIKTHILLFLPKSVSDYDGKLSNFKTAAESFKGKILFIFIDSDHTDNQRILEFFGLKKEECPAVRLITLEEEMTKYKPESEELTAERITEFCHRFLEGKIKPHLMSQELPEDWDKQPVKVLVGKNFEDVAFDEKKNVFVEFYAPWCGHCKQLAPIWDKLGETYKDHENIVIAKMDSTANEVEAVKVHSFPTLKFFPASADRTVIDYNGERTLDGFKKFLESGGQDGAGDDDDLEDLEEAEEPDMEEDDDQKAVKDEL
MC4R antag cAMP – blocks human MC4R cAMP signaling; AID 540295; actives 0.48% (n = 360,000); P32245; MC4R-expressing cells, MTII-stimulated cAMP, LANCE TR-FRET; inhibition, % at 6.5 µM;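 active = inhibition above its plate's cutoff, the mean of tested wells on that plate plus 3 SD, cut at about 29% in these data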;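 also: 0% = Melanotan II alone and 100% = Melanotan II plus saturating MCL0020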
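Test system: U2OS cells stably expressing human melanocortin 4 receptor (MC4R); also added: Melanotan II challenge; compound: 6.5 µM single dose; timing: 30-min compound preincubation, 1-h Melanotan II challenge, 1-h detection, room temperature; signal: Eu-cAMP/anti-cAMP TR-FRET, emission 671 nm; repeats: one well per compound, no replicates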
N-glyco inh – N-linked glycosylation inhibition. actives 0.23% (n = 360,000). AID 588692. reporter increase, % at 12.5 µM. D54 ERlucT glycosylation luciferase reporter, 24 h; percent of 100 nM tunicamycin response;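 active = mean luciferase reporter signal, scaled so untreated is 0 and the glycosylation-blocking control 100, at or above a set limit in every replicate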;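 also: luciferase carries N-glycosylation sites so blocking glycosylation raises the light; 0% = median of neutral control wells and 100% = median of 100 nM tunicamycin wells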
ABCB6 inh 2 – human ABCB6 transporter inhibition; K562-ABCB6 porphyrin accumulation, flow cytometry, 1 h; active compounds read low; fluorescence ratio to DMSO, % at 10 µM; actives 0.19% (n = 360,000); AID 602162;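 active = fluorescence ratio to DMSO below 75%, the collection mean minus 3 SD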;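 also: signal is porphyrin accumulated inside mitochondria; 100% equals median channel fluorescence of DMSO control wells; lower ratio means ABCB6 inhibition with less porphyrin fluorescence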
MC4R barr agon – activates human MC4R beta-arrestin recruitment | P32245 | activation, % at 8.9 µM | AID 540308 | actives 0.98% (n = 360,000) | U2OS MC4R beta-arrestin complementation, luminescence; percent of melanotan II response, DMSO zero;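 active = activation above a per-plate cutoff, the mean activation of sample wells on that plate plus 3 SD, cut at about 8% in these data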
H9c2 protect – protects H9c2 cardiomyocytes from peroxide injury; H2O2 injury protection, ATPLite, 2 h; protection from H2O2 cell death, % at 20 µM; actives 0.63% (n = 360,000); AID 588492;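 active = compounds giving at least 50% protection of heart cells from peroxide-induced death in the single-dose screen, raw or plate-pattern-corrected value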;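 also: 0% = DMSO wells with peroxide and 100% = DMSO wells without peroxide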
CaV13 FRET inh – Disruptors of the CACNA1D IQ motif to Ca2+-dependent inactivation inhibitor domain association, primary screening, Förster resonance energy transfer in intact living …. HEK cells, CFP/YFP FRET ICDI-IQ, plate reader, 10 min; percent FRET-ratio fall versus neutral wells. inhibition, % at 12.3 µM. actives 0.098% (n = 340,000). AID 743397;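 active = mean replicate inhibition of at least 30% and at least 1% of replicates passing that level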;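 also: 0% = median of the neutral control wells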
Numbers without * were called inactive; . = not tested or not shown; & = joins results of further samples; ! = not confirmed by another sample.

Order of values: Vif inh	aDG glyco act	HTR2A ag	PDI turbidity	MC4R antag cAMP	N-glyco inh	ABCB6 inh 2	MC4R barr agon	H9c2 protect	CaV13 FRET inh
- CC(C)N(C(=O)Cn1cc(SCC(=O)NCC2CCCO2)c2ccccc21)C(C)C (stereo not drawn)
  -4	0.2	-1	-1	4	0	114	-0.4	1	-17
- COc1ccc(NC2CCCN(C(=O)C3=NNC(=O)CC3)C2)cc1 (stereo not drawn)
  12	-0.2	-4	1	-3	0	97	-1.5	-2	-5
- Cc1ccccc1OCc1nc2ccccc2[nH]1
  0	0.5	2	-2	24	-4	97	0.2	-18	-5
- Oc1ccc2ccccc2c1CN1CC2CCC(CC2)C1
  19	0.3	-3	-5	-1	-4	94	1.7	-8	-5
- O=C(O)CS(=O)(=O)CC(=O)NCc1cccc(C(F)(F)F)c1
  -2	0.7	4	-10	14	0	103	-0.3	8	-7
- O=C(Nc1ccc2c(c1)OCO2)c1cc(-c2cccnc2)nc2ccccc12
  -1	-0.1	-7	4	13	5	97	-1.8	14	5
- CC(C)CCNC(=O)NC(=O)COc1ncnc2sccc12
  -16	1.5	2	17	4	5	98	4.3	9	.
- COC(=O)c1ccc(NCC(=O)c2ccccc2)cc1
  4	0.0	0	-2	0	-4	93	-3.9	-1	-5
- Cc1ccc2oc(=O)cc(CN3CCOCC3)c2c1
  8	-0.3	2	-3	-2	1	102	-0.3	8	-6
- COc1ccc(S(=O)(=O)N2CCN(c3cc(-c4ccccc4)nc4ncnn34)CC2)cc1
  -20	1.5	3	-1	13	1	98	-0.4	-13	-7
- c1ccc(N2OCC3Cn4c(nc5ccccc54)C32)cc1 (stereo not drawn)
  0	-0.3	3	-1	19	1	105	0.1	0	-12
- CC(C)N(C(=O)CSc1ccc(S(=O)(=O)N2CCCCC2)cn1)c1ccccc1
  -5	0.0	-8	-3	6	-4	100	-2.7	1	-4
- CCn1c2ccccc2c2cc(CC(N)=O)ccc21
  -3	0.0	-4	-12	-8	2	96	1.2	6	-18
- CC(=O)Nc1ccc(NC(=O)C(C)OC(=O)/C(C#N)=C/c2ccc(N(C)C)cc2)cc1 (stereo not drawn)
  124*	0.3	-4	-1	-5	2	269	-4.3	-8	-8
- Cc1ccnc2nc(C(=O)Nc3ccc4c(c3)OCO4)nn12
  .	-0.3	-1	-2	0	-12	103	-1.1	-10	-9
- O=c1oc2ccccc2c2c1ncn2CCN1CCOCC1
  4	0.1	1	2	-2	4	97	0.0	5	-3
- Cc1noc(C)c1S(=O)(=O)N(C)C[C@H]1Oc2c(NC(=O)NC3CCCCC3)cccc2C(=O)N([C@H](C)CO)C[C@@H]1C
  4	-0.1	-7	0	13	-1	95	0.8	8	-5
- Cc1ccc(C(=O)Nc2cccc(C(F)(F)F)c2)cc1NC(=O)c1csc(-c2ccncc2)n1
  -13&-5	-0.1&0.1	-4&-1	3&-3	22&13	-10&-12	95&96	-0.6&-0.4	55*!	.
- Cc1ccc(C(c2nnnn2CC2CCCO2)N2CCN(c3cccc(C)c3C)CC2)cc1 (stereo not drawn)
  -4	2.2	-1	5	17	-6	99	0.4	-13	-5
- CC(CNC(=O)CCS(=O)(=O)c1ccc2c(c1)oc(=O)n2C)c1ccccc1 (stereo not drawn)
  -5	-0.1	-2	7	5	-2	102	-1.7	-1	-16
- NC(=O)c1ccc(NC(=O)C2CCCC2)cc1
  6	-0.2	1	4	1	2	107	0.0	0	-20
- c1ccc(C(Cc2nc(-c3cccnc3)no2)c2ccccc2)cc1
  -5	-0.2	-3	1	1	0	98	4.7	-1	.
- COc1ccc(/C=C/C(=O)O)cc1S(=O)(=O)N1CCCC1
  -5	-0.2	11	-2	3	-1	100	-2.5	2	-22
- CC(C)C[C@H]1CN(CCCC[C@H]2CNC(=O)C(=O)N2CC2CCCCC2)C(=O)C(=O)N1CCC1CCCCC1
  .	0.1	2	.	.	.	102	.	.	-4
- NC(=O)COC(=O)c1cccc(S(=O)(=O)N2CCCc3ccccc32)c1
  11	-0.5	-3	0	4	-2	107	0.8	-1	-2
- CCOC(=O)C1=C(C)NC(C)=C(C(=O)OCC)C1c1ccco1
  3	0.0	6	-4	9	2	105	1.2	0	-19
- CC1CN(C(=O)CCNS(=O)(=O)c2ccc(Br)cc2)CC(C)O1 (stereo not drawn)
  -3	-0.2	1	-3	16	1	103	1.4	-3	-4
- CCOc1ccc([N+](=O)[O-])c(N)c1
  -3	-0.1	1	0	10	5	99	0.5	-2	-4
- COc1cc(C(=S)N2CCCCC2)ccc1OCC(=O)N1CCCC1
  0	-0.3	1	2	13	0	91	0.0	5	-5
- C/C(=N\O)C(=O)NCC1CCNCC1
  0	0.2	8	15	20	2	97	1.1	-1	0

Next compounds follow:
Order of values: Vif inh	aDG glyco act	HTR2A ag	PDI turbidity	MC4R antag cAMP	N-glyco inh	ABCB6 inh 2	MC4R barr agon	H9c2 protect	CaV13 FRET inh
- Cc1ccc(NC(=O)CSCC(=O)Nc2ccccc2N2CCCC2)cc1
  3	0.2	-5	-7	24	2	96	2.8	-4	-2
- CCOc1cccc2cc(C(=O)N3CCN(C/C=C/c4ccccc4)CC3)c(=O)oc12
  4	0.3	-15	-4	6	3	90	1.3	12	-4
- O=C(NC(=S)Nc1c(F)cc(F)cc1Br)c1ccc2c(c1)OCCO2
  -10	-0.1	-3	-3	14	-1	90	4.6	-8	-5
- Cc1cccc(NC(=O)COC(=O)CCCC2=NS(=O)(=O)c3ccccc3N2)c1
  8	-0.4	0	8	6	0	103	-1.8	-5	-6
- CC1(C)CC(=O)C(N=Nc2ccc(Cl)cc2)=C(O)C1
  0	0.1	1	-9	13	1	104	1.8	-6	-4
- Cc1c(NC(=O)c2cc(-c3ccco3)on2)c(=O)n(-c2ccccc2)n1C
  4	0.0	2	-2	-4	1	105	-1.0	0	.
- COc1cc(C(=O)OCC(=O)Nc2c(F)c(F)c(F)c(F)c2F)cc(OC)c1OC
  8	-0.1	-3	-16	-3	2	101	-1.0	10	.
- O=C(NCc1ccc2c(c1)OCO2)C1CCN(S(=O)(=O)c2cccs2)CC1
  1	0.1	2	1	0	-1	96	-1.2	-1	-4
- CC(C)CC(=O)NC(=S)Nc1cc(C(=O)O)ccc1Cl
  6	-0.2	2	2	10	1	103	-0.4	-5	-2
- CC(C)N(C(=O)Cn1cc(S(=O)(=O)CC(=O)Nc2ccccc2)c2ccccc21)C(C)C
  4	0.3	3	-4	-2	-1	104	0.6	1	-13
- C=Cn1cc[n+](CC(=O)c2ccc(OC)cc2)c1
  -10	-0.1	12	-4	-3	1	94	-1.2	3	-20
- O=C(NC(=S)Nc1ccccc1N1CCOCC1)c1cccc([N+](=O)[O-])c1
  -7	-0.2	12	1	7	-7	95	-3.2	15	.
- COc1ccc(S(=O)(=O)NC2(C(F)(F)F)N=C(c3ccccc3)NC2=O)cc1 (stereo not drawn)
  2	-0.4	2	-7	-1	-1	101	-3.9	1	-3
- CCOC(=O)C1CCN(C(=O)C(C)Oc2ccc(Br)cc2)CC1 (stereo not drawn)
  10	0.2	-2	-1	1	1	105	3.9	-5	-3
- CC(C)(C)c1ccc(C(=O)NNC(=S)NC(=O)c2cccnc2)cc1
  -12	1.0	7	-5	13	0	98	-1.2	14	-3
- Cc1ccc(Nc2ncnc(N)n2)cc1C
  -9	-0.2	2	-1	1	-1	94	0.9	5	4
- CCOc1ccc(S(=O)(=O)Nc2nc3ccccc3nc2Nc2ccc(N3CCOCC3)cc2)cc1
  11	0.1	-1	1	18	3	109	2.2	-10	-8
- O=C(N/N=C\c1ccc(-c2ccc([N+](=O)[O-])cc2)o1)c1ccc2c(c1)OCO2
  -3	0.0	0	-7	5	0	101	0.5	8	-21
- Cc1ccc(S(=O)(=O)n2cc(CO)c3ccccc32)cc1
  -5	0.1	-5	5	6	-4	94	-0.6	-5	-3
- CCC1(C)COC(C)(CC(=O)NNC(=O)Nc2ccccc2)OC1 (stereo not drawn)
  -3	-0.1	-2	10	8	1	101	-2.4	-1	-5
- Cc1ccc(SCCN2CCN(CCc3ccccc3)CCC2=O)cc1
  -4	0.1	-5	7	3	2	95	-2.4	-10	-6
- Nc1ccc(-n2nncc2-c2ccco2)cc1
  0	-0.3	3	0	28	-2	102	0.5	0	-4
- CCOC(=O)c1c(NC(=O)C2CCCO2)sc2c1CCC2 (stereo not drawn)
  -1	-0.3	0	-1	2	-1	91	-1.9	13	-5
- COc1ccc(NC(=O)C(NC(=O)OC(C)(C)C)C(C)OCc2ccccc2)cc1 (stereo not drawn)
  -3	0.2	2	-1	3	1	94	5.3	0	-6
- CS(=O)(=O)N(CC(=O)N1CCCC1)Cc1ccc(F)cc1
  -4	1.0	0	2	6	1	108	-0.2	-5	-1
- COC(=O)c1c(C)cc(C)n2c1nc1ccccc12
  -3	0.0	3	4	-4	5	95	-2.4	-1	.
- O/N=C1\CCSc2ccc(F)cc21
  0	-0.1	-4	8	-5	-2	96	-0.5	-5	-5
- O=C(COC(=O)/C=C/c1c(F)cccc1Cl)NCC1CCCO1 (stereo not drawn)
  -3	0.3	10	-4	2	1	89	-0.1	-3	-5
- C/C(=N\N=C(/N)c1nonc1N)c1ccc2c(c1)OCO2
  -5	-0.1	0	-3	-1	-8	97	-0.8	-6	-19
- O=C(CSc1ncn[nH]1)Nc1ccccc1Sc1ccc(Cl)cc1
  -12	0.0	1	14	13	-1	103	-0.9	-12	-6

(continued)
Order of values: Vif inh	aDG glyco act	HTR2A ag	PDI turbidity	MC4R antag cAMP	N-glyco inh	ABCB6 inh 2	MC4R barr agon	H9c2 protect	CaV13 FRET inh
- COc1cc(NC(=O)CCNC(=O)Cn2ccc3ccccc3c2=O)cc(OC)c1OC
  24	-0.1	1	2	13	-1	99	0.3	3	.
- O=C(Nc1ccc2c(c1)OCCO2)c1cc(-n2cnnc2)ccc1Cl
  4	-0.3	4	8	16	0	85	-1.2	13	-16
- CCOc1cc(C(=O)OCc2cc(=O)n3c(C)csc3n2)ccc1OC
  25	-0.7	1	9	2	-3	93	-0.6	26	-5
- CC(C)(C)NC(=O)c1ccccc1NC(=O)C1CC(=O)N(C2CCCCC2)C1 (stereo not drawn)
  20	0.0	6	4	2	2	100	-2.0	7	-4
- Cn1c(=O)c2c(nc(NCc3ccco3)n2C)n(C)c1=O
  .	0.3	-2	5	15	3	98	3.7	12	.
- CC(C)(C)OC(=O)COc1cc(OCC(=O)OC(C)(C)C)c2c(=O)cc(-c3ccccc3)oc2c1
  -14	0.5	-7	14	14	-4	97	2.7	-23	.
- Cc1ccccc1C1c2[nH]c3ccccc3c2C[C@H]2C(=O)N(C3CC3)CC(=O)N12 (stereo partly drawn)
  -4	0.0	1	-6	14	0	106	-0.6	5	-4
- Cc1ccc(C(OC(=O)c2ccco2)C(=O)NC(C)(C)C)cc1 (stereo not drawn)
  -8	0.0	7	-1	0	1	98	-0.5	8	-20
